Screening results from PubChem BioAssay.
SENP8 block-1 – blocks human SENP8 cleavage of Nedd8 substrate; Q96LD8; recombinant SENP8, Nedd8 substrate fluorescence; inhibition, % at 20 µM; hit rate 0.64% among 360,000; AID 602440; in the data active = inhibition mostly above about 40%, no sharp cut-off; inactive = mostly below about 27%
SENP8 block-2 – SENP8 protease inhibition | inhibition, % at 10 µM | hit rate 1.2% among 330,000 | purified SENP8, Z-RLRGG-aminoluciferin cleavage, luminescence | Q96LD8 | AID 2540; in the data active = inhibition above about 50%
SENP7 block – SENP7 protease inhibition; recombinant SENP7, Z-RLRGG-aminoluciferin luminescence, 40 min; hit rate 1.5% among 330,000; inhibition, % at 5 µM; Q9BQF6;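 active = inhibition above about 50% at the single test dose, limit read from the data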;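 note: plate controls were DMSO with enzyme for no effect and no enzyme buffer wells for full effect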
MIN6 prolif – induces beta-cell replication in MIN6 cells; MIN6 cells proliferation, ATPlite luminescence, 48 h; cells starved in 0.2% serum; 100% = growth in 10% serum; proliferation, % at 10 µM; hit rate 0.29% among 330,000; AID 2380;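 active = compounds whose signal lies at least 3.5 SD above the mean of all wells on their plate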;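 note: 0% = DMSO-treated cells in low-serum medium and 100% = 10% serum control; some compounds called inactive have numbers as strong as hits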
SENP6 inh – blocks the human protease SENP6. Q9GZR1. Recombinant SENP6 catalytic domain, aminoluciferin luminescence. AID 2599. inhibition, % at 10 µM. hit rate 1.8% among 330,000;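 active = inhibition above about 50% at the single tested dose, limit read from the data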;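 note: plate controls were DMSO wells with enzyme for no effect and DMSO wells lacking enzyme for full effect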
PfG6PD inh – PfG6PD (Plasmodium falciparum) enzyme inhibition; PfGluPho enzyme, NADPH resazurin-diaphorase fluorescence; inhibition, % at 20 µM; hit rate 0.78% among 350,000; AID 504690;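 active = inhibition reaching at least a set limit at 20 µM in the primary screen, cut at about 59% in these data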;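 note: 0% = DMSO wells with substrate and 100% = DMSO wells lacking glucose-6-phosphate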
HKDC1 inh – inhibitors of human hexokinase HKDC1; Q2TB90; recombinant HKDC1, G6PDH/diaphorase resazurin coupled fluorescence; AID 493160; inhibition, % at 20 µM; hit rate 0.16% among 340,000;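 active = inhibition above about 35% when tested at 20 µM, limit read from the data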;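 note: plate controls were DMSO wells with enzyme for no effect and DMSO wells lacking enzyme for full effect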
Target sequence (Q2TB90 whole entry, looked up): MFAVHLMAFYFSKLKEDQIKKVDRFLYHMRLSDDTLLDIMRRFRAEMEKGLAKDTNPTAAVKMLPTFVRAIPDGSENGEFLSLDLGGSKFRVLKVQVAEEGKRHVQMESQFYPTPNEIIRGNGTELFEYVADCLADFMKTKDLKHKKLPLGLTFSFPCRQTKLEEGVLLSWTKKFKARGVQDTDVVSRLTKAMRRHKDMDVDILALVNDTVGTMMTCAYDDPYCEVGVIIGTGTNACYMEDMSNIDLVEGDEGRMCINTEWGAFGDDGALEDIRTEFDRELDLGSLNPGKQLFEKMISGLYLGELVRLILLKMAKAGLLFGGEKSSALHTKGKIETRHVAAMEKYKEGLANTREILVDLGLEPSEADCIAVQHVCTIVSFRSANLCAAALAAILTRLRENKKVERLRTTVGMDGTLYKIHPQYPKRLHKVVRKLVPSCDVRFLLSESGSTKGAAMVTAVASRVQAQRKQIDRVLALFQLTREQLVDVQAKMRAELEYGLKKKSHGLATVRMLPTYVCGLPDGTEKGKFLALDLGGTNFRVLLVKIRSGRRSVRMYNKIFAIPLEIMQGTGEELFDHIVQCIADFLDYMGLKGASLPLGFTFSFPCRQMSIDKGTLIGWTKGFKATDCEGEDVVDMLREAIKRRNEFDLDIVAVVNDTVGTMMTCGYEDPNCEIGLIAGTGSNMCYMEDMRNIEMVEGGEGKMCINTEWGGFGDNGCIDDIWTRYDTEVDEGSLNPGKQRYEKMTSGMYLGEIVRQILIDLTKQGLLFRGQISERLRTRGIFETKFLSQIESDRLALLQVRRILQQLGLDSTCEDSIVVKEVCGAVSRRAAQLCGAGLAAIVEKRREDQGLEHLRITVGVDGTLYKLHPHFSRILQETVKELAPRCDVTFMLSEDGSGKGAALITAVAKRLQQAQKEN
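Assay system: recombinant HKDC1 hexokinase; detection: coupled resazurin fluorescence, excitation 525 nm, emission 613 nm; benchmarks: DMSO-plus-enzyme-mix negative control, buffer-substituted positive control; compound dosing: single 20 µM dose; schedule: 90 min at room temperature in dark; also added: glucose plus 1 mM ATP as hexokinase substrates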
SENP1 FRET inh – blocks the human SENP1 SUMO protease catalytic domain; recombinant SENP1 catalytic domain, CyPet-SUMO1-YPet FRET cleavage; hit rate 0.21% among 360,000; inhibition, % at 10 µM; Q9P0U3;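 active = inhibition at least 30% at 10 µM, raw YFP signal under a set limit, fluorescence ratio 0.5 to 1.5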;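 note: 0% = enzyme with DMSO and 100% = no enzyme wells; some results filed as inactive read as strong as hits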
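Test system: human SENP1 catalytic domain; medium: Tris pH 8 buffer plus EDTA, NaCl, BME, BSA, NP40, catalase; incubation: 50 min reaction at room temperature; technique: FRET, CFP and YFP emission; controls: no-enzyme low control and enzyme-plus-DMSO high control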
UBC13 polyUb – blocks human UBC13 polyubiquitin chain formation | hit rate 0.47% among 330,000 | inhibition, % at 20 µM | P61088 | TR-FRET; in the data active = inhibition above about 45%, passing the limit was not always enough
Target sequence (P61088 whole entry, looked up): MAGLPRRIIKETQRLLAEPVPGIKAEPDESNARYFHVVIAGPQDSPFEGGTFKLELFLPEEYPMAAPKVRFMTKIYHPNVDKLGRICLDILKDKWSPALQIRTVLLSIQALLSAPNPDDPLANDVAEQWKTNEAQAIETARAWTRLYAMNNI
Active calls of the source: *; · = no result given.

SMILES	SENP8 block-1	SENP8 block-2	SENP7 block	MIN6 prolif	SENP6 inh	PfG6PD inh	HKDC1 inh	SENP1 FRET inh	UBC13 polyUb
Cc1cc(S(=O)(=O)NC2CC(C)(C)NC(C)(C)C2)c(Cl)cc1Cl	11.0	4.5	7.7	-1.5	0.6	-12.9	-3.9	0.8	2.0
CS(=O)(=O)ON=C1CCN(S(=O)(=O)c2ccccc2)CC1	9.4	-0.3	7.7	-2.9	0.9	-6.1	-8.3	0.4	-4.7
O=C(NCC(=O)N1CC=C(c2ccccc2)CC1)c1ccc(OC(F)F)cc1	-7.9	-0.7	4.9	-4.4	9.0	-12.6	0.3	-37.0	0.2
CCOc1cc(CNn2cnnc2)cc(Cl)c1OCC(=O)NC(C)(C)C	12.1	-3.7	2.8	1.7	-7.1	1.2	-4.3	3.4	0.9
Cc1ccccc1C(=O)c1ccc2c(c1)n(C)c(=O)n2C	7.1	3.2	10.3	-1.6	-6.2	-10.5	13.3	-2.8	-10.4
Cc1ccc(NC(=O)COc2cccnc2[N+](=O)[O-])cc1S(=O)(=O)N1CCCCC1	31.3	-1.0	-1.4	0.0	-16.0	8.7	8.1	-2.5	10.0
O=C(CN1C(=O)S/C(=C\c2ccc(F)cc2)C1=O)NC1C=CS(=O)(=O)C1 (stereo not given)	-0.2	2.2	-4.8	-3.1	-21.2	-10.4	2.7	3.6	-3.7
Cc1ccc(NC(=O)C2CCCN(S(=O)(=O)c3cccc4cccnc34)C2)cc1 (stereo not given)	8.8	6.1	-0.6	2.0	6.8	6.4	5.0	0.3	0.5
CC(C)c1ccc(NC2CCCN(C(=O)CCn3cnnn3)C2)cc1 (stereo not given)	7.6	-7.9	-4.0	-1.0	-8.6	-3.0	3.9	-1.2	-9.3
Cc1nn(-c2ccc(F)cc2)c(Cl)c1/C=C/C(=O)OCC(=O)Nc1ccc(F)cc1F	3.4	3.8	0.6	-4.9	-7.6	-1.2	-6.6	-1.4	-13.7
C=CCn1c2ccccc2c2nnc(SCCN3CCCCC3)nc21	5.5	6.7	-4.6	0.3	18.6	7.8	-0.4	-0.2	-11.5
Cc1ccnc(NC(=O)CN(C)S(=O)(=O)c2cccc3nsnc23)c1	13.4	-11.1	-0.3	-0.8	-4.1	12.4	0.8	7.0	-8.6
COc1ccc(O)c(C(=O)CC(=O)c2cccnc2)c1	-491.0	·	·	·	·	-16.2	2.9	2.1	·
O=C(NCC(c1cccs1)N1CCOCC1)c1cc(-c2ccccn2)nc2ccccc12 (stereo not given)	27.6	3.5	13.2	-0.6	-5.2	-11.1	-2.7	0.7	1.9
COc1ccc(NC(=O)C2C(c3ccccc3)C2(Cl)Cl)cc1 (stereo not given)	9.8	-1.9	3.2	-2.4	0.1	3.8	2.0	-1.0	7.0
COc1cc(/C=N/NC(=O)c2cc3c(ccc4ccccc43)o2)cc(OC)c1O	-365.6	-9.2	6.0	-2.0	0.6	·	·	4.0	16.0
Cc1nc(CCN2C(=O)c3ccccc3C2=O)n[nH]1	11.4	-2.0	-8.1	-0.5	-3.7	11.0	-4.7	-0.4	3.5
COc1ccc([N+](=O)[O-])cc1NC(=S)NC(C)=O	8.8	0.0	-1.8	0.5	2.4	13.4	-14.5	0.4	7.5
Cc1ccc(/C=N/n2c(-c3cccnc3)n[nH]c2=S)o1	1.7	7.3	-3.5	1.2	1.0	13.5	-8.3	1.2	-1.2
Cc1c(Cl)cccc1NS(=O)(=O)c1cn(C)c(=O)n(C)c1=O	10.3	1.2	4.2	-0.3	-10.1	11.9	-3.8	3.4	1.8
COc1ccc(CCNC(=O)COc2ccc3c(C)cc(=O)oc3c2)cc1OC	-39.7	2.8	3.7	3.3	18.6	-2.6	-1.7	0.3	2.0
COc1cccc(C(c2nnnn2Cc2ccccc2)N2CCN(C(=O)c3ccco3)CC2)c1OC (stereo not given)	12.2	-5.3	1.7	1.6	10.3	4.4	1.7	-1.0	0.8
CC1CCCCN1C(=S)Nc1ccc2nc3n(c(=O)c2c1)CCCCC3 (stereo not given)	-243.0	1.7	-0.4	0.0	-12.5	-5.6	-9.2	0.1	-8.6
CN1C(CC(=O)c2ccccc2)CCCC1CC(O)c1ccccc1 (stereo not given)	33.5	-0.2	0.9	-1.8	-4.0	-1.1	-3.7	0.9	9.4
CN1CCN(c2ccc(CNS(=O)(=O)Cc3cccc(C(F)(F)F)c3)cc2)CC1	19.9	-2.0	1.4	-2.7	-12.4	-4.0	-7.9	-0.8	12.0
COc1ccc(C(C)=O)c(OC(=O)c2ccco2)c1	2.4	7.4	3.8	-1.0	2.3	7.5	-1.1	2.1	-1.1
C/C(=N\NC(=O)CNc1cccc(Cl)c1C)c1cccs1	29.6	5.3	-2.5	1.4	5.3	4.4	3.0	1.6	1.9
CNC(=O)CN1C(=O)COc2ccc(S(=O)(=O)N3CCCCCC3)cc21	6.4	4.0	-5.7	-1.6	14.7	0.7	1.6	0.0	-0.6
COc1ccc(/C=C/C(=O)NCCCc2ccccc2)cc1OC	-54.1	-2.9	2.0	1.2	-10.6	2.6	-5.7	2.4	2.4
O=C(COC(=O)c1cc(S(=O)(=O)N2CCOCC2)ccc1Cl)NCCc1ccccc1	9.1	12.3	8.9	-0.9	11.4	-17.7	-1.8	0.5	2.1
NC(=O)CC(NC(=O)Cc1ccc(Cl)cc1)c1ccc(NCCCN2CCCC2=O)c([N+](=O)[O-])c1 (stereo not given)	23.2	-13.6	-8.6	0.0	-15.0	-8.8	1.2	5.5	-40.9
Cc1nn(-c2ccccc2)c2nc(-c3cccs3)cc(C(=O)NN)c12	-394.6	0.4	1.4	-3.5	-13.3	0.6	-2.3	-2.8	18.6
C=C1CCN([C@@H](CC(C)C)C(=O)NCCCc2ccccc2)S(=O)(=O)c2ccccc21	3.1	0.2	2.5	-6.1	-3.7	20.3	2.9	1.6	11.6
O=C(NCCC(=O)N1CCNC1=O)OCc1ccccc1	12.1	-0.5	5.6	0.2	-24.1	-1.0	-5.1	-0.1	8.3
CCc1cc(C(=O)N2CCCC(C(=O)c3ccc(Oc4ccccc4)cc3)C2)n(C)n1 (stereo not given)	13.1	-2.5	-4.9	-2.0	-1.5	4.8	-4.0	3.2	5.8
Cn1c(=O)c2c([nH]c(=S)n2CCCc2ccccc2)n(C)c1=O	32.1	-5.8	-9.5	-1.1	11.0	67.8*	-6.1	-2.5	25.3
O=S(=O)(NCCc1ccccc1)c1ccc(-n2cnnn2)cc1	9.6	9.0	-0.7	0.0	8.6	5.5	-4.0	1.6	6.5
Cc1cc(NC(=O)CSc2ncnc3sc(C)c(C)c23)no1	2.7	-7.9	-7.5	-3.5	-3.7	-5.3	-0.6	-1.2	-6.6
O=C(NCCC1=CCCCC1)C1CCC(CNc2nc(=S)[nH]c3ccccc23)CC1 (stereo not given)	18.8	0.2	10.6	-5.7	-3.7	-15.5	-0.7	-1.4	-4.3
COc1ccc(CCNC(=O)COC(=O)c2ccc(C)s2)cc1OC	7.8	7.5	-0.3	0.6	3.3	-0.2	-3.2	1.3	2.0

Random excerpt: 4 records from the list
SMILES	SENP8 block-1	SENP8 block-2	SENP7 block	MIN6 prolif	SENP6 inh	PfG6PD inh	HKDC1 inh	SENP1 FRET inh	UBC13 polyUb
COc1ccc(/C=C/C(=O)NCCCc2ccccc2)cc1OC	-54.1	-2.9	2.0	1.2	-10.6	2.6	-5.7	2.4	2.4
Cn1c(=O)c2c([nH]c(=S)n2CCCc2ccccc2)n(C)c1=O	32.1	-5.8	-9.5	-1.1	11.0	67.8*	-6.1	-2.5	25.3
Cc1cc(NC(=O)CSc2ncnc3sc(C)c(C)c23)no1	2.7	-7.9	-7.5	-3.5	-3.7	-5.3	-0.6	-1.2	-6.6
CCc1cc(C(=O)N2CCCC(C(=O)c3ccc(Oc4ccccc4)cc3)C2)n(C)n1 (stereo not given)	13.1	-2.5	-4.9	-2.0	-1.5	4.8	-4.0	3.2	5.8

The listing continues:
SMILES	SENP8 block-1	SENP8 block-2	SENP7 block	MIN6 prolif	SENP6 inh	PfG6PD inh	HKDC1 inh	SENP1 FRET inh	UBC13 polyUb
CCCCCn1c(=S)[nH]c2cc(C(=O)N3CCN(C(=O)OCC)CC3)ccc2c1=O	1.9	2.2	-5.1	-2.8	-3.9	11.1	-3.6	0.8	0.4
CCOC(=O)C1=C(C)NC(=O)NC1c1ccc(Br)o1 (stereo not given)	15.2	-1.2	-1.0	-0.1	-3.0	13.8	13.6	0.6	5.9
COc1ccc(-c2cnn(-c3ccccc3)c2N)cc1OC	28.2	-12.1	-4.3	-0.2	-14.3	3.9	3.1	0.6	-14.9
Cc1cc(OCC(=O)NCC(c2ccc(F)cc2)N2CCOCC2)ccc1Cl (stereo not given)	12.7	-5.1	1.4	-5.2	-18.8	0.1	-0.6	0.2	10.1
CC(=O)Nc1ccc(S(=O)(=O)NC2=NCN(C)CN2)cc1	-8.3	-4.3	-0.6	-4.3	6.9	-13.9	-1.9	0.3	-26.9
COc1cc(/C=N/NC(N)=O)ccc1OCC(=O)Nc1cc(C)c(C)cc1Br	8.5	6.3	12.3	-0.6	-5.1	-17.3	-3.8	1.1	-12.4
O=C(OCC(=O)N1CCc2ccccc21)c1ccccc1[N+](=O)[O-]	4.4	85.8*	91.3*	-4.8	86.6*	5.4	4.1	1.3	-2.9
CCOC(=O)CSc1nnc(CNC(=O)c2cccs2)n1-c1cc(C)ccc1C	9.6	-7.1	-4.9	1.4	-10.2	-10.5	-15.8	0.0	-7.8
O=C(CNS(=O)(=O)c1cccc(F)c1)OCC(=O)N1CCCC1=O	0.9	-7.3	1.8	1.0	-0.8	-0.9	0.8	2.7	0.7
C[C@@H]1C=CC(=O)O[C@@H]1c1ccc(C(F)(F)F)cc1	·	6.0	2.1	-6.8	3.2	·	·	·	2.1
Cc1cc(C)n2nc(C(=O)OCC(=O)NCc3ccc(Cl)cc3)nc2n1	3.8	-15.2	-10.6	-2.8	-6.3	4.8	-0.2	1.7	-13.7
Cc1ccc(C(=O)NCC(=O)NCC(c2cccs2)N2CCOCC2)cc1 (stereo not given)	-15.0	5.3	0.5	-2.4	-10.9	9.8	-4.0	-5.0	9.4
COc1ccc(C(=O)CN2CC(C)SC2=Nc2ccc(Cl)cc2)cc1 (stereo not given)	3.7	2.9	-4.1	0.0	-0.2	8.0	13.5	1.8	-6.3
COc1ccc(Cl)c2c1[nH]c1nc(SCc3ccccn3)nnc12	-1.4	-0.3	-6.5	-0.8	0.8	20.3	23.2	1.5	4.8
Cc1ccc(C)c(S(=O)(=O)N2CCC3(CC2)OCCO3)c1	9.3	-0.3	-5.8	-0.2	4.1	-12.4	5.0	2.3	-10.3
COc1ccc(-c2nc3c([nH]2)c(=O)n(C)c(=O)n3C)c(OC)c1	-302.5	-2.6	-2.4	2.7	-1.6	1.5	-8.6	-4.9	-3.2
O=S(=O)(c1cccs1)N1CN(Cc2ccc(F)cc2)c2nc3ccccc3nc21	-323.8	1.5	6.0	-5.1	-26.4	6.1	-4.9	-4.5	0.8
COc1ccccc1N1C(=O)CCC1(C#N)c1ccc(Br)cc1 (stereo not given)	17.3	1.7	-0.8	1.0	1.5	-4.2	-4.3	-0.3	9.5
CCCC(=O)c1cc2c(cc1NC(=O)c1cccs1)OCCO2	-445.9	-3.1	-1.6	0.0	-0.1	-7.5	0.2	0.3	11.1
